T cruzi growth = T. cruzi proliferation inhibition; AID 624255; actives 5.9% (n = 77,000); T. cruzi beta-gal in NIH3T3, GalScreen luminescence, 90 h; inhibition, % at 8.34 µM;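 active = mean inhibition above about 93%, with at least 55% of replicates each passing it, limit read from the data, passing the limit was not always enough; inconclusive = only one of those two conditions holds; inactive = neither condition holds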
C diff HTS = blocks growth of Clostridium difficile; Clostridium difficile clinical isolate growth, OD600, 24 h; active compounds read low; actives 0.25% (n = 86,000); growth activity, negative = inhibition, % at 16 µg/mL (by protocol);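 active = mean growth activity at or below -80% and every replicate also at or below -80%; inconclusive = mean at or below -80% but some replicate above -80%; inactive = mean growth activity above -80%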;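 note: 0% = DMSO wells and -100% = levofloxacin 16 µg/mL wells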
Pf Dd2 growth = inhibitors of Plasmodium falciparum Dd2 growth. activity change, % at 10 µM. P. falciparum Dd2 growth, SYBR Green, 72 h; active compounds read low. actives 2.3% (n = 94,000); in the data active = activity change below about -80%; inconclusive = no clear call, values can overlap the other calls
KDM4C inh = blocks human GASC-1 (KDM4C) demethylase activity; Q9H3R0; GST-KDM4C 2-372, H3K9me3 peptide, LANCE TR-FRET; inhibition, % at 12.5 µM; actives 0.15% (n = 96,000); AID 720574;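 active = mean replicate inhibition above about 25%, with at least 55% of replicates also reaching it, limit read from the data, passing the limit was not always enough; inconclusive = only one of those two conditions met; inactive = neither condition met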
Target sequence (Q9H3R0 2-372 limits assumed): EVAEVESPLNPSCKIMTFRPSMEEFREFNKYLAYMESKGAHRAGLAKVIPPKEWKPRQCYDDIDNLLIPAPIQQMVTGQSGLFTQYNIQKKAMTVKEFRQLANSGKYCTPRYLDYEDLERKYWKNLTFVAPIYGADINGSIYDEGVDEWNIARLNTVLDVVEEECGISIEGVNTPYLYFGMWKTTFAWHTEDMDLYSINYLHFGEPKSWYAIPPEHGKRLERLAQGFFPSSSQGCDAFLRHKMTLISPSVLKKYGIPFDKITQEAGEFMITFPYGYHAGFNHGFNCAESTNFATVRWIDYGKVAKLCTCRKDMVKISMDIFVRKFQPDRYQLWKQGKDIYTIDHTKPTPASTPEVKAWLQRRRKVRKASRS
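Test system – GST-tagged GASC-1 (JMJD2C) catalytic fragment, aa 2-372 · Medium – HEPES buffer, pH 7.5, plus ascorbate · Reagent – H3K9me3 peptide with Fe(II)/2OG · Compound – one test concentration per compound · Timing – 30 min reaction, 60 min detection, RT · Technique – TR-FRET with Eu antibody and ULight streptavidin, EDTA stop · Read-out basis – inhibition from TR-FRET ratio decrease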
An asterisk follows results filed as active; ? = inconclusive; · = no result given; & = joins results of further samples. An unsorted share of the library. Share with any hit: about 7.2%.

SMILES	T cruzi growth	C diff HTS	Pf Dd2 growth	KDM4C inh
O=C(N[C@@H]1CC[C@H](CC(=O)N2CCCCC2)O[C@H]1CO)c1ccc2c(c1)OCO2	-41	2	11	0.5
C[C@@H]1CN([C@H](C)CO)C(=O)c2cccc(NS(C)(=O)=O)c2O[C@H]1CN(C)C(=O)NC1CCCCC1	·	0	-6	0.2
O=C(C[C@H]1CC[C@H]2[C@@H](COC[C@@H](O)CN2C(=O)Nc2ccc(Cl)c(Cl)c2)O1)NCc1ccc(Cl)c(Cl)c1	85	·	-4	-0.5
C[C@@H]1CN([C@@H](C)CO)C(=O)c2cccc(NC(=O)Nc3ccc(C(F)(F)F)cc3)c2O[C@@H]1CN(C)C(=O)Nc1ccc(C(F)(F)F)cc1	74	1	-77	-0.9
O=C(Nc1ccc(Cl)cc1)N[C@H]1CC[C@@H](CCn2cc(C3(O)CCCC3)nn2)O[C@@H]1CO	-3	·	-13	0.8
COc1ccc2c3c(n(C)c2c1)[C@@H](CO)N(C(=O)C1CCC1)CC31CCN(CC2CCCC2)CC1	·	-2	-38	0.1
C[C@@H]1CCCCO[C@@H](CN(C)S(=O)(=O)c2cccs2)[C@@H](C)CN([C@H](C)CO)C(=O)c2cc(NC(=O)CCCN(C)C)ccc2O1	53	0	17	-1.0
C[C@@H]1CCCCO[C@@H](CN(C)Cc2ccc(Cl)c(Cl)c2)[C@H](C)CN([C@H](C)CO)C(=O)c2cc(NS(=O)(=O)c3cn(C)cn3)ccc2O1	45	-1	-75	0.1
Cc1noc(C)c1NC(=O)N(C)C[C@H]1Oc2ccc(NS(=O)(=O)c3ccc(F)cc3)cc2C(=O)N([C@H](C)CO)C[C@H]1C	18	-8	13	0.0
CCCNC(=O)N1C[C@@H](C)[C@H](OC)CN(C)C(=O)c2ccc(NC(=O)CCC)cc2OC[C@@H]1C	36	·	16	-0.7
CCCNC(=O)Nc1ccc2c(c1)OC[C@@H](C)N(C(=O)CC)C[C@@H](C)[C@H](OC)CN(C)C2=O	·	-2	66	-0.3
COCC(=O)N(C)C[C@H]1Oc2ncc(C#C[C@@H](C)O)cc2C(=O)N([C@H](C)CO)C[C@H]1C	22	-2	·	0.5
CCC(=O)N[C@H]1C=C[C@@H](CC(=O)OC)O[C@H]1CO	-65	·	-4	-0.4
Cc1ccccc1-c1ccc([C@@H]2[C@@H](CO)N3C(=O)CN(C(=O)c4ccc(F)cc4)C[C@H]23)cc1	·	1	-11	-1.0
COc1ccc(NC(=O)N[C@@H]2C=C[C@H](CC(=O)NC3CCCCC3)O[C@H]2CO)cc1	-18	·	9	-0.6
CO[C@H]1CN(C)C(=O)c2ccc(NC(=O)Nc3ccccc3F)cc2OC[C@@H](C)N(C)C[C@H]1C	30	-1	-9	0.1
COCC(=O)N1CC[C@@H]2[C@H]1c1cc(-c3cccc(F)c3)ccc1N(C)[C@@H]2CO	103*	-4	15	2.7
O=C(N[C@H]1CC[C@@H](CCNS(=O)(=O)c2ccc(Cl)cc2)O[C@H]1CO)c1cccc(F)c1	56	-1	17	-0.7
C[C@@H]1CN([C@H](C)CO)C(=O)Cc2cc(N(C)C)ccc2O[C@H]1CN(C)S(C)(=O)=O	-46	-2	39	2.8
COc1ccccc1NC(=O)N1CCCCN2[C@H](CO)[C@@H](c3ccc(C#CC4CCCC4)cc3)[C@H]2C1	73	25	-50	-2.1
C[C@@H]1CCCCO[C@H](CN(C)C(=O)C2CCCCC2)[C@H](C)CN([C@@H](C)CO)C(=O)c2cc(NC(=O)Nc3ccc4c(c3)OCO4)ccc2O1	52	-13	-8	0.2
C[C@@H]1CCCCO[C@H](CN(C)C(=O)Cc2ccccc2)[C@H](C)CN([C@@H](C)CO)C(=O)c2cc(NC(=O)Nc3ccc(F)cc3)ccc2O1	100*	-3	-66	·
Cn1cnc(CCNC(=O)C[C@@H]2CC[C@H]3[C@@H](COC[C@@H](O)CN3C(=O)Nc3ccc(F)cc3)O2)c1	-63	·	6	2.1
O=S(=O)(c1ccc(F)cc1)N1CCCCN2[C@H](CO)[C@@H](c3ccc(C#CC4CC4)cc3)[C@@H]2C1	44	-1	-9	-1.1
C[C@H]1CN([C@@H](C)CO)S(=O)(=O)c2ccc(C#CC3(O)CCCC3)cc2O[C@@H]1CN(C)C(=O)Cc1ccncc1	·	0	-40	-0.4

Arranged by value in C diff HTS (lowest first): some entries from above
| SMILES | C diff HTS |
| --- | --- |
| CCCNC(=O)Nc1ccc2c(c1)OC[C@@H](C)N(C(=O)CC)C[C@@H](C)[C@H](OC)CN(C)C2=O | -2 |
| CO[C@H]1CN(C)C(=O)c2ccc(NC(=O)Nc3ccccc3F)cc2OC[C@@H](C)N(C)C[C@H]1C | -1 |
| C[C@H]1CN([C@@H](C)CO)S(=O)(=O)c2ccc(C#CC3(O)CCCC3)cc2O[C@@H]1CN(C)C(=O)Cc1ccncc1 | 0 |
| O=C(N[C@@H]1CC[C@H](CC(=O)N2CCCCC2)O[C@H]1CO)c1ccc2c(c1)OCO2 | 2 |
| COc1ccccc1NC(=O)N1CCCCN2[C@H](CO)[C@@H](c3ccc(C#CC4CCCC4)cc3)[C@H]2C1 | 25 |

Carrying on:
SMILES	T cruzi growth	C diff HTS	Pf Dd2 growth	KDM4C inh
CN(C)CC(=O)N1CC(=O)N2[C@H](CO)[C@@H](c3ccc(-c4ccc(C#N)cc4)cc3)[C@H]2C1	·	-3	22	0.7
OC[C@H]1[C@@H](c2ccc(-c3cccnc3)cc2)[C@H]2CN(Cc3ccccn3)CCCCN21	72	-5	-40	-0.1
Cc1noc(C)c1NC(=O)N(C)C[C@H]1Oc2ccc(NS(C)(=O)=O)cc2CC(=O)N([C@@H](C)CO)C[C@H]1C	24	6	25	0.1
C[C@H](CO)N1C[C@H](C)[C@H](CN(C)C(=O)NC2CCCCC2)Oc2c(NS(=O)(=O)c3cccs3)cccc2C1=O	-65	·	10	-1.5
N#C[C@@H]1[C@H](c2ccc(C3=CCCC3)cc2)[C@@H](CO)N1C(=O)NC1CCCCC1	·	0	9	-2.2
O=C(CC1CC1)Nc1ccc2c(c1)[C@@H]1C[C@H](CC(=O)N3CCc4ccccc4C3)O[C@@H](CO)[C@@H]1O2	31	-2	-21	-5.1
C[C@H](CO)N1C[C@H](C)[C@H](CN(C)Cc2ccc(C(=O)O)cc2)Oc2ccc(NC(=O)Nc3cccc4ccccc34)cc2C1=O	·	0	2	1.2
C[C@H]1CN([C@@H](C)CO)C(=O)c2cc(NC(=O)C3CC3)ccc2O[C@@H]1CN(C)C(=O)Nc1ccc(C(F)(F)F)cc1	-11	-4	18	6.7
Cc1nn(C)cc1NC(=O)C[C@@H]1CC[C@H]2[C@@H](COc3ccc(NC(=O)C4CCC4)cc3C(=O)N2C)O1	5	-3	4	10
CC(C)NC(=O)N(C)C[C@@H]1Oc2ncc(C#CCC3CCCC3)cc2C(=O)N([C@H](C)CO)C[C@@H]1C	36	-1	·	-0.5
Cc1noc(C)c1S(=O)(=O)Nc1ccc2c(c1)C(=O)N([C@H](C)CO)C[C@H](C)[C@@H](CN(C)S(=O)(=O)c1cn(C)cn1)OCCCC[C@H](C)O2	44	0	4	0.6
COc1cccc(C(=O)Nc2ccc3c(c2)C(=O)N(C)C[C@H](OC)[C@H](C)CN(C(=O)C2CCCC2)[C@H](C)CO3)c1	2	·	·	-0.7
COc1ccc(NC(=O)N(C)C[C@H]2OCCCC[C@@H](C)Oc3ccc(NS(=O)(=O)c4cccs4)cc3C(=O)N([C@H](C)CO)C[C@@H]2C)cc1	-30	-5	-4	-0.4
C[C@H]1CN([C@@H](C)CO)C(=O)CCCn2nncc2CO[C@H]1CN(C)C(=O)Nc1ccccc1C(F)(F)F	-15	0	0	1.8
COc1ccc(NC(=O)N(C)C[C@@H]2Oc3ccc(NC(=O)C4CC4)cc3C(=O)N([C@H](C)CO)C[C@@H]2C)cc1	44	4	4	4.4
COc1ccc(NC(=O)Nc2ccc3c(c2)C(=O)N([C@@H](C)CO)C[C@@H](C)[C@@H](CN(C)Cc2ccc(Oc4ccccc4)cc2)O3)cc1	65	21	3	-4.2
CNC[C@H]1Oc2ccc(NS(=O)(=O)c3ccccc3)cc2CC(=O)N([C@@H](C)CO)C[C@H]1C	-5	-2	10	-2.9
CC(C)OC(=O)N(C)C[C@@H]1OCc2ccccc2-c2ccccc2C(=O)N([C@H](C)CO)C[C@@H]1C	22	0	21	0.5
Cc1ccc(S(=O)(=O)N(C)C[C@@H]2Oc3ccc(NS(=O)(=O)c4c(C)noc4C)cc3C(=O)N([C@H](C)CO)C[C@@H]2C)cc1	6	-14	-9	3.6
C[C@@H]1CN([C@H](C)CO)C(=O)c2cc(NC(=O)Nc3ccc(F)cc3)ccc2O[C@@H](C)CCCCO[C@@H]1CN(C)Cc1ccncc1	26	·	-27	1.5
Cc1ccc(S(=O)(=O)Nc2ccc3c(c2)C(=O)N([C@H](C)CO)C[C@H](C)[C@@H](CN(C)C(=O)Nc2cccc4ccccc24)O3)cc1	19	-16	-44	-1.2
C[C@H]1CN([C@@H](C)CO)S(=O)(=O)c2ccc(C3=CCCC3)cc2O[C@H]1CN(C)CC1CCOCC1	·	1	-2	2.4
O=C(c1cccnc1)N1C[C@H]2[C@@H](c3ccccc31)[C@@H](CO)N2C(=O)CN1CCOCC1	45	-1	10	-1.1
CC(C)NC(=O)N(C)C[C@H]1Oc2c(NC(=O)C3CCCCC3)cccc2C(=O)N([C@@H](C)CO)C[C@@H]1C	2	0	5	-0.4
C[C@H](NC(=O)C[C@@H]1CC[C@H](NC(=O)Nc2ccc3c(c2)OCO3)[C@H](CO)O1)c1ccccc1	34	·	29	0.2
The results go on.
SMILES	T cruzi growth	C diff HTS	Pf Dd2 growth	KDM4C inh
C[C@@H](NC(=O)C[C@@H]1C=C[C@@H](NS(=O)(=O)c2cccc(F)c2)[C@@H](CO)O1)c1ccccc1	-48	·	4	0.8
Cc1ccccc1NC(=O)Nc1ccc2c(c1)C(=O)N(C)[C@@H]1CC[C@H](CC(=O)O)O[C@H]1CO2	77	-3	5	-1.1
CO[C@H]1CN(C)C(=O)c2cc(NC(=O)c3ccccc3F)ccc2OC[C@@H](C)N(C)C[C@@H]1C	-15	·	-33	-0.9
CO[C@H]1CN(C)C(=O)c2ccc(NS(=O)(=O)c3cccc(F)c3)cc2OC[C@H](C)NC[C@@H]1C	·	-1	6	-1.2
C[C@@H]1CN([C@@H](C)CO)S(=O)(=O)c2ccc(Br)cc2O[C@H]1CN(C)C(=O)c1ccc2c(c1)OCO2	21	-2	-25	0.1
C[C@H](CO)N1C[C@H](C)[C@H](CN(C)Cc2ccncc2)Oc2ccc(NC(=O)Nc3cccc4ccccc34)cc2C1=O	17	4	-3	-0.7
CCCNC(=O)[C@@H]1[C@@H](CO)[C@@H]2Cn3c(cccc3=O)[C@@H]2N1CC1CC1	16	2	-5	0.4
Cc1ccc(S(=O)(=O)Nc2ccc3c(c2)C(=O)N([C@H](C)CO)C[C@H](C)[C@H](CN(C)C(=O)Nc2c(C)noc2C)O3)cc1	17	-7	16	0.9
O=C(C[C@H]1CC[C@H]2[C@@H](COC[C@H](O)CN2C(=O)Cc2ccccc2)O1)NC1CCC1	12	·	-3	-0.6
COCC(=O)Nc1ccc2c(c1)OC[C@H](C)N(C(=O)Cc1cccnc1)C[C@H](C)[C@@H](OC)CN(C)C2=O	·	-1	38	0.5
CO[C@@H]1CN(C)C(=O)c2cc(NS(=O)(=O)c3cn(C)cn3)ccc2OC[C@@H](C)N(CCC(F)(F)F)C[C@H]1C	-9	1	40	-1.3
COc1ccc(S(=O)(=O)N(C)C[C@H]2OCc3ccccc3-c3ccccc3C(=O)N([C@@H](C)CO)C[C@H]2C)cc1	53	·	-31	-1.1
C[C@@H]1CN([C@@H](C)CO)C(=O)c2cc(NS(=O)(=O)c3cn(C)cn3)ccc2O[C@@H]1CN(C)Cc1ccncc1	·	-1	13	0.9
C[C@H](CO)N1C[C@H](C)[C@@H](CN(C)Cc2ccc(Cl)c(Cl)c2)OCCCC[C@H](C)Oc2ccc(NS(=O)(=O)c3ccc(Cl)cc3)cc2C1=O	78	21	-25	0.8
Fc1cccc(-c2ccc(C3[C@H]4CNC[C@@H]3N4Cc3cncnc3)cc2)c1 (some centres undefined)	·	2&-7	13&14	-0.3&0.2
O=C(C[C@H]1C[C@H]2c3cc(NC(=O)CC4CC4)ccc3O[C@H]2[C@H](CO)O1)NCC1CC1	25	-1	25	0.5
N#C[C@@H]1N[C@@H](CO)[C@H]1c1ccc(C#Cc2ccc(F)cc2)cc1	?	-2	3	-3.4

Laid out differently: results already given
Molecule | T cruzi growth | C diff HTS | Pf Dd2 growth | KDM4C inh
CO[C@H]1CN(C)C(=O)c2ccc(NS(=O)(=O)c3cccc(F)c3)cc2OC[C@H](C)NC[C@@H]1C | · | -1 | 6 | -1.2
C[C@@H](NC(=O)C[C@@H]1C=C[C@@H](NS(=O)(=O)c2cccc(F)c2)[C@@H](CO)O1)c1ccccc1 | -48 | · | 4 | 0.8
C[C@@H]1CN([C@@H](C)CO)S(=O)(=O)c2ccc(Br)cc2O[C@H]1CN(C)C(=O)c1ccc2c(c1)OCO2 | 21 | -2 | -25 | 0.1
